Screening data (PubChem)
MBNL1-CUG inh: blocks human MBNL1 binding to CUG repeat RNA. Potency, µM (top dose mostly 57.5 µM), inactives show at the highest dose activity change, negative = inhibition, usual class: inhibitors. TR-FRET MBNL1-His/biotin-(CUG)12 binding, 665/545 ratio. Q9NR56. 280,000 tested, 0.036% active; active = well fitted inhibition curve with a large enough effect in the signal ratio, with a control signal flat, not every such curve was filed as active; inconclusive = small, poorly fitted or top-dose-only effect, or effect the other way, or a change in a side signal; inactive = no such curve, though single readings can be large or run the other way; the % refers to the signal ratio; note: % is set by controls: 0 for no effect and ±100 for the full control effect
Target sequence (Q9NR56 whole entry, looked up): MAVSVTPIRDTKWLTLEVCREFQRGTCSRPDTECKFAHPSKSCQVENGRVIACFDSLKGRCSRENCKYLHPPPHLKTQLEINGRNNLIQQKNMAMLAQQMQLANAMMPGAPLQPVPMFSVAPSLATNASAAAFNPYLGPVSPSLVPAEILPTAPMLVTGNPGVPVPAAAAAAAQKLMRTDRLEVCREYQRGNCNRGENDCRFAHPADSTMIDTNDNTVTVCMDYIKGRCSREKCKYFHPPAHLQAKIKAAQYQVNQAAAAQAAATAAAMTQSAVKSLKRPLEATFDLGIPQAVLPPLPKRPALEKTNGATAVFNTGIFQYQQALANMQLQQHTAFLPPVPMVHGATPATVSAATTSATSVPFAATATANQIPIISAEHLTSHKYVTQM
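Inhibition of protein-RNA binding appears as loss of TR-FRET between terbium anti-His antibody on MBNL1-His and streptavidin-XL665 on biotin-(CUG)12. Activity is normalized to buffer-only and uninhibited-complex controls.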
FLuc counter: inhibits or activates purified firefly luciferase, miR-21 counter-screen | Potency, µM (titrated, usually from 57.5 µM), for inactives: top-dose activity change, negative = inhibition, usual class: inhibitors | AID 588342 | P08659 | purified FLuc, Km substrates, luminescence inhibition | 360,000 tested, 6.9% active;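 note: plate controls were vehicle for no effect and reference inhibitor for full effect; nearly all actives have a fitted effect of over 55% in size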
Target sequence (P08659 whole entry, looked up): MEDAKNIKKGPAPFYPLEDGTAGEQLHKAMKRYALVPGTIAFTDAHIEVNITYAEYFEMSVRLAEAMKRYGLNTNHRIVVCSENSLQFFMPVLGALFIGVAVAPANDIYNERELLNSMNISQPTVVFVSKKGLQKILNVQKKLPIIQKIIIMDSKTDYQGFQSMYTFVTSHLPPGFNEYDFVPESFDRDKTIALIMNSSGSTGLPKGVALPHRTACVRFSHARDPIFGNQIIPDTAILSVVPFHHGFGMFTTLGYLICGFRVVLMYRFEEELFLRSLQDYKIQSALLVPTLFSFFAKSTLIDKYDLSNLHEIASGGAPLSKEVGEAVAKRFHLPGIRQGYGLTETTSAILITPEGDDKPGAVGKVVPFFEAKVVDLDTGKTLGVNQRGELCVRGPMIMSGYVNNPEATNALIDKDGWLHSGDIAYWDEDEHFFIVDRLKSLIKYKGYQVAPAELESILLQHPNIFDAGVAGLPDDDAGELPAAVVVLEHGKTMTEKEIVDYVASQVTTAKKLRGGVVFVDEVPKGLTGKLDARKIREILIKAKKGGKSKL
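Purified P. pyralis luciferase (10nM final) with 10uM D-luciferin and 10uM ATP (Km levels) in 50mM Tris acetate pH 7.5, 10mM Mg acetate, 0.01% Tween-20, 0.05% BSA; qHTS 6-point titration, ~60 µM downward; luminescence read.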
CXXC DNA block: inhibitors of human MLL CXXC domain-DNA interaction | AID 2662 | MLL-CXXC / FITC-HOXA9 DNA fluorescence polarization | 290,000 tested, 0.037% active | Potency, µM (doses to about 115 µM), for inactives: at the top dose activity change, negative = inhibition, hits mostly inhibitors | Q03164; active = well fitted inhibition curve with a large enough effect in the polarisation, with a control signal flat, not every such curve was filed as active; inconclusive = small, poorly fitted or top-dose-only effect, or effect the other way, or a change in a side signal; inactive = no such curve, though single readings can be large or run the other way; the % refers to the polarisation
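Steps: dispense CXXC domain solution (7 uM) → pin compounds or unlabeled HOX-A9 DNA control → 5 min ambient → add FLSN-HOX-A9 solution (50 nM) → spin → 30 min ambient → fluorescence polarization. Tris pH 7.5/NaCl/DTT/BSA buffer.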
uPA generation: inhibitors of cell surface uPA generation; Potency, µM (titrated, usually from 38.3 µM), inactives show top-dose activity change, negative = inhibition, usual class: inhibitors; 330,000 tested, 0.31% active; cell surface uPA generation assay, qHTS; active = well fitted inhibition curve with a large enough effect; inconclusive = small, poorly fitted or top-dose-only effect; inactive = no such curve, though single readings can be large or run the other way; tested in mouse RAW 264.7 cells; note: % is set by controls: 0 for no effect and ±100 for the full control effect; nearly all actives have a fitted effect of over 55% in size
ELG1 genotoxic: inducers of genotoxicity in HEK293T ELG1-luciferase cells. AID 504466. Potency, µM (series often up to 46 µM), inactives show at the highest dose activity change, positive = activation, actives largely listed as activators. 330,000 tested, 1.3% active. HEK293T ELG1-luciferase reporter, luminescence, 16 h; note: % of control where 0% means no effect; nearly all actives have a fitted effect of over 60% in size
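Screening used a luciferase reporter fused to human ELG1 in HEK293T cells. Luminescence was read on a CCD plate imager after 16 hr exposure and 30 min ONE-Glo incubation.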
NPC1 promoter act: NPC1 promoter activation; Potency, µM (doses to about 9.22 µM), without a hit: at the highest dose activation, hits mostly activators; Huh7 NPC1 promoter luciferase reporter, 24 h; 320,000 tested, 2.4% active; AID 485313;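 note: % of control where 0% means no effect; nearly all actives have a fitted effect of over 60% in size; reporter is driven by a mutant NPC1 promoter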
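Compounds in DMSO were transferred onto Huh7 NPC1-luciferase reporter cells pre-incubated 2 h; after 24 h at 37 °C, Amplite reagent was dispensed and luminescence recorded 10 min later.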
p53 reactivation: mutant p53 re-activation in reporter cells; Potency, µM (titrated, usually from 92.2 µM), for inactives: at the top dose activity change, positive = activation, usual class: activators; H1299 p53-A138V BP100-luciferase reporter, luminescence, 24 h; 320,000 tested, 0.063% active; note: % of control where 0% means no effect; nearly all actives have a fitted effect of over 45% in size
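H1299 (p53-null), stable ts p53-A138V + BP100-Luc; 1000 cells/well, Opti-MEM/10% FBS; cpd 4 pt, 1:5; 24 h, 37 deg C, 5% CO2; detection reagent 10 min RT; luminescence.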
RORg inh: blocks mouse ROR gamma transcriptional activity; AID 2551; P51450; Potency, µM (series often up to 53.6 µM), without a hit: top-dose activity change, negative = inhibition, actives largely listed as inhibitors; 310,000 tested, 5.4% active; Drosophila S2 Gal4-RORgamma UAS-luciferase reporter, 20 h; note: % is set by controls: 0 for no effect and ±100 for the full control effect; nearly all actives have a fitted effect of over 60% in size
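Luminescence from a UAS-regulated Photinus luciferase reporter in stably transfected Drosophila Schneider cells is measured; decreased signal marks ROR gamma inhibition. Fusion expression is induced by 700 uM copper sulfate for 20 hr.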
BRCA1 expr up: increases BRCA1 expression. MCF7-BRCA1-FFLuc reporter, luminescence, 48 h; response scale: scaled: vehicle 0%, 10 µM genistein 100%. Potency, µM (series often up to 46.1 µM), without a hit: at the top dose activation, actives largely listed as activators. 380,000 tested, 1.1% active. AID 624202; note: nearly all actives have a fitted effect of over 80% in size; some results filed as inactive show a strong effect at the top dose
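Luminescence from a BRCA1-driven firefly luciferase in MCF7 cells was the read-out, taken 15 min after substrate addition following 48 h compound exposure at 37 °C. Data were normalized to a 10 microM genistein control and DMSO vehicle.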
VP16 counter: inhibits Gal4-VP16 luciferase reporter, ROR gamma counter-screen. AID 2546. 310,000 tested, 3.5% active. Drosophila S2 Gal4-VP16 UAS-luciferase, luminescence, 20 h. Potency, µM (top dose mostly 53.6 µM), without a hit: at the highest dose activity, negative = inhibition, actives largely listed as inhibitors;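 note: Gal4-VP16 expression switched on by copper sulfate through the metallothionein promoter; % is set by controls: 0 for no effect and ±100 for the full control effect; nearly all actives have a fitted effect of over 50% in size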
Rab9 promoter act: Rab9 promoter activation; Huh7 Rab9 promoter-luciferase reporter, luminescence, 24 h; Potency, µM (highest dose often 9.22 µM), for the others: at the highest dose activation, negative = inhibition, actives largely listed as activators; 320,000 tested, 2.8% active; note: % of control where 0% means no effect; nearly all actives have a fitted effect of over 60% in size
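Quantitative HTS format; Huh7 Rab9-luciferase reporter cells (1500/well) receive compound 2 h post-plating, incubate 24 h at 37 °C, then get luciferase reagent for 10 min before luminescence reading.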
Numbers without * were called inactive; ? = inconclusive; nt = not tested or not shown; & = joins results of further samples; [ ] = remark or other dose. Unless noted, calls come from the whole dose curve; as a rule, active = well fitted curve in the direction sought with a large enough effect; inconclusive = small, poorly fitted or top-dose-only effect, or another doubt; inactive = no such curve, though single readings can be large; an effect the other way counts as inactive or inconclusive. Potency is the fitted concentration of half-maximal effect. This is a subset, so the mix of outcomes need not match the whole.

| Molecule | MBNL1-CUG inh | FLuc counter | CXXC DNA block | uPA generation | ELG1 genotoxic | NPC1 promoter act | p53 reactivation | RORg inh | BRCA1 expr up | VP16 counter | Rab9 promoter act |
| --- | --- | --- | --- | --- | --- | --- | --- | --- | --- | --- | --- |
| Cc1ccc(NC(=O)COc2ccccc2)c(NC(=O)c2ccco2)c1 | -3% | 4% | 14% | -16% | -7% | 3% | -16% | -6% | 0% | -2% | -4% |
| COc1ccc(C2CC(c3ccc4ccccc4c3)=NN2C(=O)CN2C(=O)CCC2=O)cc1 (stereo not given) | 9% | -11% | 9% | -6% | 4% | 0% | -2% | 2% | 49% | 2% | 1% |
| CCn1cc(CN2CCCC(CO)(Cc3cccc(Cl)c3)C2)cn1 (stereo not given) | -16% | 0% | -9% | 5% | -5% | 0% | -3% | -13% | -13% | -1% | 6% |
| CCc1cccc(C)c1NC(=O)CN1C(=O)c2ccccc2S1(=O)=O | 3% | 0% | -14% | -3% | 2% | 4% | 3% | 20% | -3% | -11% | 1% |
| COc1ccc(C)cc1NC(=O)c1ccc(S(=O)(=O)N2CCOCC2)cc1 | -5% | 2% | 0% | nt | 3% | 0% | -1% | -1% | 2% | 4% | 1% |
| COC(=O)CC/C(O)=C1\C(=O)CC(C)(C)CC1=NCCc1nc2ccccc2[nH]1 | 3% | -1% | 0% | 13% | 1% | 0% | -1% | 12% | -4% | 3% | 0% |
| CCCC(C)c1nnc(NC(=O)CCS(=O)(=O)Cc2ccccc2)s1 (stereo not given) | -5% | 0% | 4% | -1% | 0% | -6% | 0% | 21% | 6% | 3% | 5% |
| COc1ccc(/C=C/C(=O)Nc2c(C(=O)O)[nH]c3ccccc23)cc1OC | ? | ? | -8% | 1% | -1% | 3% | -1% | 18% | -1% | 0% | 2% |
| COc1ccccc1C(=O)N/C(=C\c1cn(S(=O)(=O)N(C)C)c2ccccc12)C(=O)N1CCOCC1 | 1% | -1% | -1% | -51% | -3% | -4% | 1% | 9% | 6% | -5% | -2% |
| COC(=O)CCC(=O)OC1(C)C(=O)C=C2C=C(C3CC3)N(CCN3CCOCC3)C=C2C1=O (stereo not given) | 19% | 0% | -7% | 9% | 3% | -1% | 6% | 8% | 13% | 7% | 0% |
| CC1=Nc2ccccc2/C1=C/c1c(N)n2c(S(=O)(=O)CC(C)C)nsc2nc1=O | 4% | 17µM* | -7% | 1% | 2% | 2% | 0% | 4% | -9% | -1% | -5% |
| Cc1ccc(/C=N/NC(=O)CNC(=O)c2ccc(C)c([N+](=O)[O-])c2)o1 | ? | -14% | -4% | 6% | 1% | -2% | 9% | 5% | -3% | 0% | -1% |
| Cc1cc(C)n2nc(SCc3cc(=O)oc4ccc5ccccc5c34)nc2n1 | ? | -13% | -6% | 3% | 1% | -4% | -5% | -38% | -43% | -7% | 16% |
| CCCCNC(=S)Nc1ccc2nc(N3CCN(CC)CC3)cc(C)c2c1 | -8% | -1% | ? | -2% | -1% | -8% | 5% | -2% | -36% | -12% | -14% |
| Cc1[nH]c2ccccc2c1C1=CN2CCS(=O)(=O)N=C2S1 | -5% | 3% | 5% | 1% | -1% | -3% | -10% | 12% | -4% | 4% | -8% |
| Oc1cccc2ccc(/C=C/c3ccccc3Br)nc12 | 5% | 3.4µM* | ? | -4% | ? | 3.5µM* | ? | 4µM* | 0% | 3.2µM* | ? |
| COc1ccc(CCNC(=O)CCNC(=O)N2CC(=O)Nc3ccccc32)cc1OC | -4% | -3% | 4% | 0% | 1% | -4% | 5% | 1% | -48% | -9% | -1% |
| Cn1c(SCC(=O)N2CCCC2=O)nnc1-c1ccccc1F | 1% | -23% | -2% | 10% | -2% | -4% | -1% | 4% | -9% | -7% | -6% |
| Cc1nn(CC(O)Cn2c3c(c4ccccc42)CCN(C)C3=O)c(C)c1Br (stereo not given) | 2% | 0% | -1% | 2% | -17% | -1% | -7% | 3% | -23% | 1% | -2% |
| NC(=O)c1ccc[n+](CC(=O)c2ccc(F)cc2)c1 | 6% | -2% | 0% | 1% | 1% | -2% | -1% | 3% | 13% | -8% | 1% |
| CC1CCN(c2c(NCC3CCC(C(=O)N4CCCCC4)CC3)c(=O)c2=O)CC1 (stereo not given) | -2% | 0% | -9% | 6% | 2% | 3% | -2% | -6% | -1% | -7% | 10% |
| Cc1cc(-n2c(C)cc(C(=O)CSc3nc(N)cc(=O)[nH]3)c2C)no1 | ? | 0% | 0% | -13% | 1% | -15% | -1% | ? | -19% | 22µM* | -23% |
| COc1ccc(OCC(=O)N2CCOCC2)cc1 | 6% | 3%[2.3 µM] | -5% | 3% | 1% | 2% | 2% | ? | 1% | -1% | 7% |
| Cc1cccc(-n2nnnc2SC(C)C(=O)NCCC2=CCCCC2)c1 (stereo not given) | -6% | -2% | -4% | 3% | -3% | 0% | 9% | -31% | -12% | -7% | 10% |
| COc1ccc(C(=O)CSc2nc3c(c(=O)n(C)c(=O)n3C)n2C)cc1 | -1% | -2% | 8% | nt | -3% | -2% | 2% | 5% | nt | 2% | -4% |
| CCOc1ccc(C(C)=O)cc1CN1C(=O)NC2(CCCCC2C)C1=O (stereo not given) | 1% | 0% | -2% | 4% | 4% | 2% | -2% | 0% | 0% | -3% | 1% |
| CC1=C(n2nnc([N+](=O)[O-])n2)C(c2cccnc2)C(C#N)=C(N)O1 (stereo not given) | ? | 2% | -4% | -14% | -6% | -1% | 1% | ? | -46% | ? | 2% |
| COCCCNC(=O)CSc1nc2cc(C(=O)NCCOC)ccc2c(=O)n1Cc1ccc2c(c1)OCO2 | -12% | 3% | -17% | 23% | 0% | -4% | 1% | 4% | -17% | -9% | 12% |
| CC(C)(C)C(=O)Nc1ccc(Oc2ccc3c(c2)C(=O)N(c2ccc(O)cc2)C3=O)cc1 | 4% | 0% | 15% | 4% | 0% | 0% | 1% | -2% | 0% | -2% | -1% |
| CCCN1CCC(NC(=O)Nc2ccc(F)cc2F)CC1 | -5% | 2% | 7% | -1% | -1% | -1% | -1% | -22% | 21%[1.84 µM] | 9% | -5% |
| Cc1cnc(C(=O)Nc2cccc3ncccc23)cn1 | 27% | 3% | -3% | -2% | -4% | 1% | 4% | 8% | 6% | 4% | -5% |
| Cc1ccc(CN=C2NC(=O)C(CC(=O)NCCc3ccccc3)S2)cc1 (stereo not given) | 0% | -4% | 4% | nt | -4% | -2% | -2% | 7% | nt | 0% | -2% |
| O=C(Nc1ccc2c(c1)OCO2)Nc1ccc(F)cc1F | -2% | 6µM* | ? | -16% | ? | 1.4µM* | ? | ? | 3.2µM* | -5% | 1.4µM* |
| CCC(C)NC(=S)N(CCc1ccccc1)Cc1cc2cc(OC)c(OC)cc2[nH]c1=O (stereo not given) | 15% | -1% | -6% | -7% | -6% | 1% | -17% | -45% | -65% | ? | -2% |
| Cc1ccc(C)c(NC(=O)Cn2c(=O)n(-c3ccc(CC(=O)NCC4CCCO4)cc3)c(=O)c3ccccc32)c1 (stereo not given) | nt | -3%&-2% | ? | nt | 0% | -1% | -1% | 30% | 4% | -16% | 1% |
| NNc1nc(-c2ccccc2)c2cc(Br)ccc2n1 | 20% | 5% | -4% | -6% | -6% | -3% | -6% | 2.5µM* | 8% | -14% | -11% |
| O=C(CCNC(=O)c1ccccc1Cl)Nc1cccc(S(=O)(=O)N2CCCCC2)c1 | nt | 0% | nt | -5% | 2% | -2% | -6% | nt | -20% | nt | -3% |
| CC(C)N(C)C(=O)c1ccc(OC2CCN(CCc3ccccc3)CC2)cc1 | 8% | 0% | -1% | 2% | 0% | 0% | -3% | 1% | -4% | 8% | -1% |
| COc1cc(C)nc(OCCNC(=O)COc2ccc(Cl)cc2C)n1 | 7% | 3% | -4% | 9% | -5% | 1% | -5% | 3%[0.365 µM] | 13% | nt | -1% |
| CCC(=C(c1ccc(OC)cc1)c1ccc(OC)cc1)c1cn(CC(O)CN(CCO)CCO)c2ccccc12 (stereo not given) | -1% | -1% | 0% | -26% | -5% | -3% | -12% | ? | -62% | -6% | 3% |
| Cn1cc(S(=O)(=O)Nc2ccc(Br)cc2F)c(=O)n(C)c1=O | 2% | 0% | -4% | -3% | 0% | 6% | 3% | 13% | -36% | 1% | 3% |
